FBA Mtb inh: inhibits M. tuberculosis FBA enzyme; hit rate 2.3% among 360,000; P9WQA3; inhibition, % at 1 µM; purified M. tuberculosis FBA, fluorescence read-out; in the data active means inhibition above about 27%;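 further: 0% = vehicle and 100% = reference inhibitor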
Rv3671c protease: inhibitors of M. tuberculosis serine protease Rv3671c | inhibition, % at 5.96 µM | hit rate 0.048% among 320,000 | P9WHR9; in the data active means inhibition above about 38%;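 further: extracellular domain of Rv3671c used as enzyme; 0% = enzyme with DMSO and 100% = no enzyme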
Target sequence (P9WHR9 whole entry, looked up, the tested form may be a part): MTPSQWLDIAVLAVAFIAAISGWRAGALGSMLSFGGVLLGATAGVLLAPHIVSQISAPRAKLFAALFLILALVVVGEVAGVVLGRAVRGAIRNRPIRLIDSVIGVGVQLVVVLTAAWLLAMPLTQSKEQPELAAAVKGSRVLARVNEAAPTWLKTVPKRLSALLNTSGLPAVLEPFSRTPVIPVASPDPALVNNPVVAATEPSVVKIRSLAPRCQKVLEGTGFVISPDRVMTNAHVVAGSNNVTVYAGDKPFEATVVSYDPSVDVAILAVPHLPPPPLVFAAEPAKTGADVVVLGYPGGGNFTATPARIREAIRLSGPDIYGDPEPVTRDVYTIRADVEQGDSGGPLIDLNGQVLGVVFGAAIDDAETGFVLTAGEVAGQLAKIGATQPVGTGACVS
BioA inh: blocks M. tuberculosis BioA enzyme activity | purified M. tuberculosis BioA enzyme, plate reader | inhibition, % at 9.99 µM | hit rate 0.096% among 360,000; in the data active means inhibition above about 40%; inconclusive means no clear call, values can overlap the other calls
GDH-TPI counter: counter-screen for M. tuberculosis FBA inhibitors: GDH-TPI coupled enzymes; inhibition, % at 4.8 µM; AID 588335; GDH-TPI coupled enzyme counterscreen, NADH absorbance; hit rate 1.2% among 360,000; in the data active means inhibition above about 30%;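 further: 0% = DMSO wells and 100% = wells lacking the enzyme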
BoNT F protease: blocks Botulinum neurotoxin F light chain protease; hit rate 0.22% among 360,000; inhibition, % at 10 µM; Multiplex microsphere protease cleavage assay, flow cytometry; in the data active means inhibition above about 35%, passing the limit was not always enough; inconclusive means no clear call, values can overlap the other calls; further: plate controls were buffer without enzyme for full effect and enzyme alone for no effect
Mtb UGM inh: blocks M. tuberculosis UGM enzyme; inhibition, % at 10 µM; P9WIQ1; hit rate 0.06% among 320,000; purified UGM, fluorescence polarization probe displacement; in the data active means inhibition above about 10%, passing the limit was not always enough; inconclusive means no clear call, values can overlap the other calls
Target sequence (P9WIQ1 whole entry, looked up): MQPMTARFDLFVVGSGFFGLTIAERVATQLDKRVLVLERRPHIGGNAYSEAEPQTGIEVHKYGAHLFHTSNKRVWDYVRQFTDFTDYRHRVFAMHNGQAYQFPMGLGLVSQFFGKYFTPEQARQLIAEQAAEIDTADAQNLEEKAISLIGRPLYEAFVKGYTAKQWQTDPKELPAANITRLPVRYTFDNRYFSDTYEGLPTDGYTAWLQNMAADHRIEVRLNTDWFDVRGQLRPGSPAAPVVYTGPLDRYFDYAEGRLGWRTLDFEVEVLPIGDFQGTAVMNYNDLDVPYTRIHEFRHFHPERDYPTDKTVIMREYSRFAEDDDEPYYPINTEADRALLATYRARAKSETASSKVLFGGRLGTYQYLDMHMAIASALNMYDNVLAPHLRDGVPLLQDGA
FadD28 FP inh: inhibitors of Mycobacterium tuberculosis FadD28 bisubstrate binding. FadD28 bisubstrate probe binding, fluorescence polarization. inhibition, % at 12.5 µM. hit rate 0.22% among 360,000. AID 588549; in the data active means inhibition above about 8.5%, passing the limit was not always enough; inconclusive means no clear call, values can overlap the other calls
MazEF act: increases E. coli MazEF RNase cleavage of RNA. P0AE70. FAM/BHQ RNA-DNA oligo cleavage fluorescence, 5 h. activation, % at 20 µM. hit rate 0.32% among 350,000. AID 504720; in the data active means activation above about 50%
Target sequence (P0AE70 whole entry, looked up): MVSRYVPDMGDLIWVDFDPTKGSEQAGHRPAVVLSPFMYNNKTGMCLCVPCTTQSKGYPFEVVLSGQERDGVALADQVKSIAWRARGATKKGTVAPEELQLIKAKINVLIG
PrPC surface inh: reduces human prion protein on the cell surface; P04156; cell surface PrPC, TR-FRET read-out; inhibition, % at 13.8 µM; hit rate 0.43% among 370,000; AID 720596; in the data active means inhibition above about 24%; further: 0% = median of the test wells and 100% = reference compound wells
* marks the source's active call; other numbers are inactive results; ? = inconclusive; . = not tested or not shown.

SMILES | FBA Mtb inh | Rv3671c protease | BioA inh | GDH-TPI counter | BoNT F protease | Mtb UGM inh | FadD28 FP inh | MazEF act | PrPC surface inh
CCOC(=O)C1(C)CCCN(C(=O)c2ccc(OC)cc2OC)C1 (stereo unspecified) | -1.0 | . | -2.3 | 6.2 | 3.6 | . | -0.1 | . | 0.1
CN1CCC(=O)N(CCN=[N+]=[N-])CC1 | 2.5 | 7.4 | -0.2 | -4.0 | -0.8 | 0.9 | -2.6 | 0.1 | -2.5
Cc1cc(N2CCOCC2)n2nc(C)c(-c3ccccc3)c2n1 | 0.8 | -2.7 | 0.8 | 19.5 | -7.1 | -1.6 | -1.7 | 4.3 | -5.8
C=CCNC(=O)/C=C/c1c(F)cccc1Cl | 1.1 | 6.8 | . | 4.0 | -0.9 | 0.9 | -1.6 | 3.2 | 4.9
OC(c1cc(F)cc(Cl)c1)c1ncc(-c2ccc(Cl)cc2)[nH]1 (stereo unspecified) | -0.4 | . | 0.3 | 3.1 | -8.1 | . | -3.2 | . | 16.2
COc1ccc(C(=O)C2CCCN(S(=O)(=O)c3ccc(C(C)=O)cc3)C2)c(C)c1 (stereo unspecified) | -0.3 | -3.8 | -0.1 | 0.9 | -0.2 | -1.2 | -3.0 | 1.7 | 16.1
O=C(Cn1nc(-c2ccccc2Cl)ccc1=O)Nc1ccccc1-c1ccccc1 | 4.3 | -0.9 | . | 8.2 | -5.9 | 2.4 | -3.0 | 1.1 | 1.5
COC(=O)CN(c1ccccc1)S(=O)(=O)c1cc(Br)ccc1OC | -0.7 | -2.2 | 2.0 | -1.9 | -3.3 | 0.1 | -5.0 | 0.6 | 4.0
COc1ccc(N(CC(=O)NC2CCCCC2)C(=O)CCC(=O)Nc2nc(C)cs2)cc1 | -0.8 | 0.7 | -0.7 | 0.0 | -19.1 | 1.9 | ? | 0.2 | -2.3
CCCCCN(C(=O)CCC(=O)OCC(=O)N(CC)c1ccccc1)c1c(N)n(CCCC)c(=O)[nH]c1=O | -0.4 | -4.0 | -1.9 | -0.7 | 2.0 | -0.6 | -2.8 | -11.9 | -5.4
O=C(N/N=C/c1cccnc1)c1[nH]ncc1Br | -0.1 | 0.9 | 1.0 | 0.6 | -4.0 | . | -4.0 | -4.3 | -0.8
CCOCCn1c(N2CCCC2)nc2c1c(=O)n(C)c(=O)n2C | 2.9 | 0.1 | -1.0 | 7.3 | ? | 2.3 | -0.3 | 5.0 | 0.2
CCCN1CCC(Oc2cccc(C(=O)NCCc3ccccc3)c2)CC1 | 4.3 | -0.5 | -1.5 | -1.7 | 0.7 | -0.5 | -0.3 | -1.7 | 2.1
CCOC(=O)CN1CCc2c(C)nc3c(-c4ccc(OC)c(OC)c4)cnn3c21 | 5.5 | 4.3 | 2.6 | 10.9 | -6.3 | -4.0 | -2.7 | 3.4 | -1.5
COc1ccccc1N=CC=C1OC(C)(C)C(C)(C)O1 | 7.1 | 7.9 | . | 2.4 | -2.2 | 0.0 | -0.9 | 2.8 | 4.1
CCCN1CCN(C(=O)c2ccc3nc(CC)c(CC)nc3c2)CC1 | -4.6 | -4.1 | -0.2 | 2.5 | ? | 0.5 | -4.5 | 1.8 | -9.9
COCCOC(=O)c1c(N)n(Cc2ccc(OC)cc2)c2nc3ccccc3nc12 | 171.3* | 2.8 | 1.9 | 11.6 | 11.9 | 1.6 | -8.1 | 1.0 | -6.5
CC(C)=C(NC(=O)c1ccccc1)C(=O)N1CCOCC1 | -0.7 | 4.5 | -1.0 | 9.8 | 9.6 | 1.6 | 1.6 | 1.6 | -1.3
O=C(COC(=O)c1ccccc1Sc1ccc(C(F)(F)F)cc1[N+](=O)[O-])NC(=O)NC1CCCC1 | 1.6 | -8.5 | 2.5 | 1.6 | -2.8 | 2.1 | -0.8 | -8.0 | 5.2
Cc1ccc(C)c(N(C)C(=O)COc2cc(=O)n(C)c3ccccc23)c1 | -0.2 | 13.4 | 0.9 | 6.9 | -3.3 | -1.8 | -2.8 | 4.2 | 2.0
O=C(Nc1nnc(C2CC2)s1)C1CC(=O)N(c2ccc3c(c2)OCCO3)C1 (stereo unspecified) | 1.0 | -0.2 | . | 1.8 | -3.5 | . | 0.0 | 6.9 | 4.3
CC(C)CNc1nnnc2c1sc1nc(N3CCOCC3)c3c(c12)CC(C)(C)SC3 | -2.5 | 0.5 | -2.5 | 22.0 | 17.6 | -1.4 | -9.0 | -10.9 | 8.8
CCCc1[nH]nc2c1C(c1ccc(OC)c(Cn3nnc4ccccc43)c1)C(C#N)=C(N)O2 (stereo unspecified) | -3.6 | -2.0 | 15.8 | 9.2 | 1.8 | 0.3 | 2.5 | 7.0 | .
O=c1c2ccccc2[nH]c(=S)n1CCCN1CCC(Cc2ccccc2)CC1 | -1.5 | -6.3 | 1.5 | 5.0 | -15.5 | -1.5 | -4.3 | 10.3 | -13.6
COc1ccc2[nH]c(=O)c(C3c4cc(OC)c(OC)cc4CCN3C(=O)c3ccco3)cc2c1 (stereo unspecified) | 8.8 | 1.1 | -2.7 | 8.6 | 6.6 | 0.4 | -3.9 | 1.8 | -3.6
Cc1cc(NC(=O)C(C)SCC(=O)Nc2ccccc2C(C)(C)C)no1 (stereo unspecified) | -1.3 | 3.2 | -0.1 | -2.8 | 0.6 | -0.7 | -1.5 | 0.4 | -4.6
COc1ccc(C2SCC(=O)N2c2nc3ccccc3s2)cc1 (stereo unspecified) | 0.3 | -5.3 | 0.8 | -4.7 | -3.0 | -2.3 | -4.0 | 1.3 | 7.2
Cc1cccc(C(C)C)c1NC(=O)C1CN(S(=O)(=O)c2ccccc2)CCN1S(=O)(=O)c1ccccc1 (stereo unspecified) | 5.7 | -6.1 | . | 7.6 | 14.0 | -1.3 | 1.3 | -3.2 | 9.3
CSCC[C@H](NC(=O)OC(C)(C)C)C(=O)NCC1CCC(C(=O)N[C@@H](Cc2ccccc2)C(=O)O)CC1 (stereo partly specified) | -4.8 | -9.0 | 5.5 | -10.3 | -0.2 | 2.8 | -3.1 | 3.5 | -2.7
CCOc1ccc(NCC(=O)Nc2ccc(C)cc2C)cc1 | 3.9 | 1.6 | -0.6 | 3.4 | -29.8 | 0.1 | -1.1 | 0.4 | 3.9
C=CCN(c1ccc(F)cc1)S(=O)(=O)c1cc(C(=O)NC2CC2)ccc1Cl | -1.3 | . | 2.0 | 8.4 | 6.3 | . | -1.5 | 0.1 | 3.6
Cc1c(Cl)cnc(NC(=O)COC(=O)c2ccc(S(=O)(=O)NCc3ccco3)cc2)c1Cl | -0.1 | -9.8 | . | -0.4 | -0.9 | 1.4 | -3.0 | -1.5 | -0.6
COc1ccc(C2NS(=O)(=O)OCC2C)cc1 (stereo unspecified) | 0.6 | -3.3 | -0.2 | -6.0 | -1.8 | 0.3 | -0.9 | -6.9 | .
COc1ccc(CN(C)S(=O)(=O)c2c(C)noc2C)cc1OC | -0.2 | 5.5 | 8.2 | 0.3 | 7.6 | -0.9 | 0.2 | 5.4 | -2.6
O=C(c1ccccc1)c1nc2ccccc2[nH]c1=O | 1.0 | -4.9 | -1.1 | 20.6 | 6.8 | 1.9 | 0.1 | 6.6 | -8.9
CCCCN(CCCC)CCCNC(=O)CN1C(=O)COc2ccc(S(=O)(=O)N3CCC(C)CC3)cc21 | -1.9 | -13.6 | -1.0 | 5.2 | -0.7 | 0.7 | 0.7 | 2.7 | -9.2
CN1CCN(/N=C/c2c(O)n(CCC3=CCCCC3)c(=S)[nH]c2=O)CC1 | 6.4 | -12.2 | . | 7.2 | 6.0 | 6.7 | 1.8 | -13.2 | -2.8
C/C(=N\O)C1(C)N(O)C(C)(C)C(c2ccco2)=[N+]1[O-] (stereo unspecified) | -3.1 | -1.4 | . | 4.2 | 7.9 | 1.8 | -1.9 | 3.7 | 4.3
N#CC1=C2N=C(N)c3ccccc3N2C2=C(C(=O)CCC2)C1c1ccc(F)cc1 (stereo unspecified) | -0.1 | 6.7 | 1.4 | 11.7 | -6.2 | 1.1 | -3.0 | 1.0 | -8.8
CS(=O)(=O)N(Cc1ccc(C(=O)Nc2ccccc2Sc2ccccc2)cc1)c1ccccc1 | 1.6 | -7.2 | . | 11.0 | 1.1 | 5.7 | 1.0 | 2.5 | 5.4

Given as labelled records: 3 of the compounds above
structure: O=c1c2ccccc2[nH]c(=S)n1CCCN1CCC(Cc2ccccc2)CC1
  FBA Mtb inh: -1.5	Rv3671c protease: -6.3	BioA inh: 1.5	GDH-TPI counter: 5.0	BoNT F protease: -15.5	Mtb UGM inh: -1.5	FadD28 FP inh: -4.3	MazEF act: 10.3	PrPC surface inh: -13.6
structure: N#CC1=C2N=C(N)c3ccccc3N2C2=C(C(=O)CCC2)C1c1ccc(F)cc1 (stereo unspecified)
  FBA Mtb inh: -0.1	Rv3671c protease: 6.7	BioA inh: 1.4	GDH-TPI counter: 11.7	BoNT F protease: -6.2	Mtb UGM inh: 1.1	FadD28 FP inh: -3.0	MazEF act: 1.0	PrPC surface inh: -8.8
structure: CCOCCn1c(N2CCCC2)nc2c1c(=O)n(C)c(=O)n2C
  FBA Mtb inh: 2.9	Rv3671c protease: 0.1	BioA inh: -1.0	GDH-TPI counter: 7.3	BoNT F protease: ?	Mtb UGM inh: 2.3	FadD28 FP inh: -0.3	MazEF act: 5.0	PrPC surface inh: 0.2

(further entries)
SMILES | FBA Mtb inh | Rv3671c protease | BioA inh | GDH-TPI counter | BoNT F protease | Mtb UGM inh | FadD28 FP inh | MazEF act | PrPC surface inh
CC1CCN(CC(=O)N2CC(=O)Nc3ccccc32)CC1 | -1.4 | 6.5 | -0.3 | 5.3 | -1.1 | -2.3 | 0.4 | -2.1 | 3.7
CN(C)CC1C2CCC(C2)C1O (stereo unspecified) | -1.4 | . | 0.7 | 5.1 | -3.9 | . | -1.3 | 3.1 | 4.7
Cn1cc(-c2nc3ccccc3[nH]2)c2ccccc21 | 43.9* | 8.4 | 3.5 | 19.0 | 1.0 | -0.2 | 1.7 | 4.7 | 14.7
CCC1(CC)C(=O)NC(=S)N=C1N | -2.6 | . | 1.5 | 13.2 | 5.8 | . | -1.6 | 11.6 | -3.9
Cc1nn(CC(=O)OCC(=O)c2ccc(OC(F)F)cc2)c(C)c1[N+](=O)[O-] | 3.6 | -7.4 | -0.7 | 3.5 | 6.7 | 0.5 | -0.9 | -10.8 | -7.0
CCc1cc2cccc(C)c2nc1SCC(=O)N1CCN(C(=O)c2ccco2)CC1 | 0.8 | -0.3 | -1.2 | 7.8 | -11.7 | -1.4 | -1.3 | -7.0 | 25.0*
COc1ccc(N=CC2=C(O)CCCC2=O)cc1 | -2.5 | -1.6 | -0.7 | 37.0* | -3.9 | -3.5 | -3.3 | -8.5 | 6.2
CC(C)(C)C(C(=O)n1cccc1C#N)c1ccccc1 (stereo unspecified) | -1.2 | 4.8 | 2.8 | -6.8 | -8.7 | -0.4 | -2.4 | -1.5 | -8.5
Cc1ccc(Cn2nc3c(cc2=O)CCc2ccccc2-3)cc1 | -1.3 | -2.5 | . | -6.6 | -1.6 | 1.4 | -2.7 | -2.9 | 4.7
Cc1cccc(C)c1OC(=O)CSc1nnc(-c2ccccc2)o1 | -6.5 | 10.5 | -2.4 | 9.3 | -8.4 | 1.0 | -0.4 | -26.8 | 0.5
O=C(Nc1cccnc1)c1cc(-c2ccc3c(c2)OCO3)on1 | 1.8 | -74.2 | -0.1 | 5.4 | -11.4 | -0.1 | -0.6 | -37.1 | 1.4
Cc1cc(C(=O)Nc2ccc(F)c(Cl)c2)on1 | -1.4 | -5.9 | . | 3.7 | -7.7 | -1.7 | -3.5 | -1.9 | 14.1
CN1CCCC(OC(=O)/C(C#N)=C/c2ccccc2)C1 (stereo unspecified) | 3.1 | 3.8 | 1.2 | 0.6 | -0.5 | . | 0.1 | -14.7 | -2.4
COc1cc2ccc(=O)oc2c(O)c1OCC=C(C)C | 2.0 | 0.3 | 0.7 | 14.4 | -7.2 | 3.3 | 2.0 | 2.4 | -0.8
O=C(c1cnc2c(c1)COc1ccc(Cl)cc1-2)c1ccccc1O | 0.7 | 2.7 | -1.1 | 20.2 | 15.1 | -1.3 | -1.1 | 1.0 | -1.9

Full records, quoted from the list. Order of values: FBA Mtb inh, Rv3671c protease, BioA inh, GDH-TPI counter, BoNT F protease, Mtb UGM inh, FadD28 FP inh, MazEF act, PrPC surface inh
COc1ccc(N=CC2=C(O)CCCC2=O)cc1 is entered as -2.5, -1.6, -0.7, 37.0*, -3.9, -3.5, -3.3, -8.5, 6.2
COc1ccccc1N=CC=C1OC(C)(C)C(C)(C)O1 is entered as 7.1, 7.9, ., 2.4, -2.2, 0.0, -0.9, 2.8, 4.1

High-throughput results (PubChem)
